USP2a inh = qHTS Assay for Inhibitors of Ubiquitin-specific Protease USP2a Using CHOP2 as the Reporter; Ubiquitin carboxyl-terminal hydrolase 2 (Homo sapiens), O75604; USP2 core, Ub-CHOP2 coupled fluorogenic reporter, 485/531; Potency, µM (highest dose often 38.3 µM), for inactives: at the highest dose activity change, negative = inhibition, usual class: inhibitors; hit rate 0.01% among 330,000; AID 463254, 2010;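 also: potency is read from the fitted curve at half-maximal effect; plate controls were DMSO wells for no effect and full inhibition by NEM control for full effect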
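USP2 core (10nM final) preincubated 30min RT with compound in 20mM Tris-HCl pH 8.0, 2mM CaCl2, 2mM beta-mercaptoethanol, 0.05% CHAPS; 25nM Ub-CHOP2 plus 25nM reporter substrate added, fluorescence (Ex485/Em531) read after 60min.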
GALK inhibitor = qHTS Assay for Inhibitors of Human Galactokinase (GALK) | hit rate 0.007% among 270,000 | Potency, µM (top dose mostly 57.5 µM), for the others: top-dose activity change, negative = inhibition, usual class: inhibitors | Purified GALK, Kinase-Glo residual ATP luminescence | AID 1868, 2009; also: potency is read from the fitted curve at half-maximal effect; % is scaled to controls: 0 for no effect and ±100 for the full control effect
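Galactose (100 uM) and ATP (35 uM) were turned over by 5 nM GALK for 1 h at RT. Kinase-Glo Plus then converted the remaining ATP into a luminescent signal.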
MBNL1 CUG block = qHTS Assay for Inhibitors of MBNL1-poly(CUG) RNA binding | Muscleblind-like protein 1 (Homo sapiens), Q9NR56 | TR-FRET MBNL1-His/biotin-(CUG)12 binding, 665/545 ratio | Potency, µM (titrated, usually from 57.5 µM), without a hit: at the highest dose activity change, negative = inhibition, actives largely listed as inhibitors | hit rate 0.036% among 280,000 | AID 2675, 2010; active = well fitted inhibition curve with a large enough effect in the signal ratio, with a control signal flat, not every such curve was filed as active; inconclusive = small, poorly fitted or top-dose-only effect, or effect the other way, or a change in a side signal; inactive = no such curve, though single readings can be large or run the other way; the % refers to the signal ratio; also: potency is read from the fitted curve at half-maximal effect; % is scaled to controls: 0 for no effect and ±100 for the full control effect
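Compounds (final 92 nM to 58 uM) are added to His-tagged MBNL1 and biotin-(CUG)12, then terbium anti-His antibody and streptavidin-XL665 (5 nM final). After 60 min at room temperature, the 665/545 nm ratio is read.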
TSHR antagonist = Antagonists of the Thyroid Stimulating Hormone Receptor: HTS campaign; Thyrotropin receptor (Homo sapiens), P16473; TSHR-expressing cells, TSH-stimulated cAMP HTRF, 2 h; active compounds read low; activity change, negative = inhibition, % at 11.5 µM; hit rate 0.2% among 330,000; AID 504810, 2011;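 active = activity change below a set negative limit, meaning inhibition stronger than a set level, cut at about -70% in these data; inconclusive = activity change between two set negative limits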; also: % is scaled to controls: 0 for no effect and ±100 for the full control effect
Target sequence (P16473 whole entry, looked up): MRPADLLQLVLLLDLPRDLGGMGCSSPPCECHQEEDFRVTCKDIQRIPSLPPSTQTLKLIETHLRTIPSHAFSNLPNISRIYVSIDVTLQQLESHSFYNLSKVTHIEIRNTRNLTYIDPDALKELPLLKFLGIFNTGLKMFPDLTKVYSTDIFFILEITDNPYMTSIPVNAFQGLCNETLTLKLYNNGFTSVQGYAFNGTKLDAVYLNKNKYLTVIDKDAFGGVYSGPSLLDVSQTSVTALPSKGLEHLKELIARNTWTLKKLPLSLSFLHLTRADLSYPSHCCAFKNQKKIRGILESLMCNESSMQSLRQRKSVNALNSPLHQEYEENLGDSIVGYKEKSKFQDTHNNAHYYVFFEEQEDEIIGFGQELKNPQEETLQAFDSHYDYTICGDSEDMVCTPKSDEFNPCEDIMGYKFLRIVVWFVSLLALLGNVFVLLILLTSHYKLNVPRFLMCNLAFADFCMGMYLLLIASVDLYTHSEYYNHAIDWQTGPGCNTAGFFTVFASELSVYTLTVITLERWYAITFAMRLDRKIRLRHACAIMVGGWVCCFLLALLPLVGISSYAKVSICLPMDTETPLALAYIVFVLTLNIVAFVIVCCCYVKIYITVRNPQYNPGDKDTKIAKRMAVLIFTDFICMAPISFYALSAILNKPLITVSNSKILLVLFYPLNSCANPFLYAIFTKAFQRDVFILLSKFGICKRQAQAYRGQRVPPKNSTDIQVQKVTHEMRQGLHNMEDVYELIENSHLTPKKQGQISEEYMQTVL
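Antagonism was scored as loss of TSH-driven cAMP in TSHR cells, stimulated with 4nM TSH (EC80) for 2 hours at 37 deg C and detected by homogeneous HTRF competition immunoassay.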
PKM2 act = qHTS Assay for Activators of Human Muscle isoform 2 Pyruvate Kinase. Pyruvate kinase PKM (Homo sapiens), P14618. hit rate 0.34% among 260,000. AID 1631, 2009. Potency, µM (highest dose often 57.5 µM), without a hit: at the highest dose activation, usual class: activators. purified PKM2, Kinase-Glo ATP luminescence, activation; response scale: 0% is enzyme alone, no compound; also: potency is read from the fitted curve at half-maximal effect; % is scaled to controls: 0 for no effect and ±100 for the full control effect; nearly all actives have a fitted effect of over 55% in size
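Purified hPK-M2 (>95%) run at intermediate activity with 0.1 mM ADP and 0.5 mM PEP in 50 mM imidazole pH 7.2, KCl, MgCl2; 1 h room temperature. ATP formed read by Kinase-Glo luminescence; normalized to uninhibited and no-enzyme controls.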
Chronic BCR inh = qHTS Assay to Find Inhibitors of Chronic Active B-Cell Receptor Signaling; hit rate 0.05% among 340,000; Potency, µM (top dose mostly 46.1 µM), inactives show at the highest dose ratio change, negative = lower green/red ratio, hits mostly inhibitors; AID 493014, 2011; ABC-DLBCL IkBa-CBG/CBR reporter, luminescence ratio, 4 h; active = well fitted inhibition curve with a large enough effect in the signal ratio, with a control signal flat, not every such curve was filed as active; inconclusive = small, poorly fitted or top-dose-only effect, or effect the other way, or a change in a side signal; the % refers to the signal ratio;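 also: potency is read from the fitted curve at half-maximal effect; plate controls were basal doxycycline-induced cells for no effect and cells given 10 µM MG132 for full effect; MG132 reads +100%, hits lower the ratio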
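TMD8 ABC-DLBCL cells carrying doxycycline-inducible green luciferase fused to IkappaBalpha plus unfused red luciferase were exposed to compounds (up to 46 uM) for 4 hrs at 37C. Activity came from the overlap-corrected green/red luminescence ratio.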
hERG WT inh = qHTS for Inhibitors of KCHN2 3.1: Wildtype qHTS; hit rate 0.37% among 340,000; AID 720551, 2013; Voltage-gated inwardly rectifying potassium channel KCNH2 (Homo sapiens), Q12809; U2OS, BacMam KCNH2, thallium flux FluxOr; active compounds read low; activity change, % at 1.84 µM;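 active = maximum activity change below -70%; inconclusive = maximum activity change between -70% and -50%; inactive = maximum activity change above -50%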; also: % is scaled to controls: 0 for no effect and ±100 for the full control effect
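U2OS cells were transduced with wild-type KCNH2 virus (2.03 x 10^8 / mL) for 4 h at room temperature, then cultured overnight at 37 C. Thallium flux was read with FluxOr dye. Rate constants were normalized to DMSO controls.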
Eya2 inh = qHTS Assay for Inhibitors of the Phosphatase Activity of Eya2; Protein phosphatase EYA2 (Homo sapiens), O00167; recombinant Eya2, OMFP fluorescence dephosphorylation (OMFP is methylfluorescein phosphate); Potency, µM (series often up to 76.9 µM), for inactives: at the highest dose activity, negative = inhibition, hits mostly inhibitors; hit rate 0.006% among 330,000; also: potency is read from the fitted curve at half-maximal effect; % is scaled to controls: 0 for no effect and ±100 for the full control effect
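Eya2 (0.2 uM) preincubated 10 min at ambient with compound, then OMFP substrate added at 50 uM; 10 min reaction in 50 mM HEPES pH 7.5, 50 mM NaCl, 5 uM MgCl2, 0.05% BSA, 1 mM DTT. Fluorescence read at Ex 485/Em 525 nm.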
S-ASM inh = Inhibitors of Secretory Acid Sphingomyelinase (S-ASM): qHTS. AID 504937, 2011. hit rate 0.006% among 340,000. Potency, µM (titrated, usually from 57.5 µM), for the others: top-dose activity change, negative = inhibition, usual class: inhibitors. placental ASM, HMU-PC fluorogenic substrate, 60 min. Sphingomyelin phosphodiesterase (Homo sapiens), P17405; also: potency is read from the fitted curve at half-maximal effect
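qHTS format. ASM enzyme prepared from human placenta hydrolyses the fluorogenic substrate HMU-PC0 (9 uM final) over 60 min at 37 °C after a 10 min compound preincubation.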
Mito fusion act = qHTS Assay for Small Molecule Inhibitors of Mitochondrial Division or Activators of Mitochondrial Fusion; S. cerevisiae fusion-defective mutant growth rescue, CellTiterGlo 48 h; Potency, µM (series often up to 46.1 µM), for the others: top-dose growth rescue (activation), most hits filed as activators; hit rate 0.23% among 320,000; AID 485298, 2010;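 also: potency is read from the fitted curve at half-maximal effect; % of control where 0% means no effect; nearly all actives have a fitted effect of over 45% in size; temperature-sensitive fusion mutants such as fzo1-1 at 37 °C on non-fermentable ethanol glycerol medium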
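Luminescent cell viability in 1536-well qHTS format served as the measure of rescued growth in ts fusion-mutant S. cerevisiae cultured on non-fermentable YPEG for 48 hours at 37C.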
Menin-MLL TR inh = qHTS Assay for Inhibitors Targeting the Menin-MLL Interaction in MLL Related Leukemias: Competition With Texas Red Labeled MLL-derived Mutant Peptide; O00255; Menin + Texas Red MLL mutant peptide, fluorescence polarization; Potency, µM (highest dose often 61.6 µM), without a hit: top-dose FP activity change, negative = inhibition, hits mostly inhibitors; hit rate 0.23% among 270,000; active = well fitted inhibition curve with a large enough effect in the polarisation, with a control signal flat, not every such curve was filed as active; inconclusive = small, poorly fitted or top-dose-only effect, or effect the other way, or a change in a side signal; inactive = no such curve, though single readings can be large or run the other way; the % refers to the polarisation; also: potency is read from the fitted curve at half-maximal effect; % of control where 0% means no effect; many of its hits are not listed in these tables
An asterisk follows results filed as active; i = inactive; ? = inconclusive; nt = no result given; [ ] = another dose, or the depositor's remark. Unless noted, calls follow the shape of the dose curve; as a rule, active = well fitted curve in the direction sought with a large enough effect; inconclusive = small, poorly fitted or top-dose-only effect, or another doubt; inactive = no such curve, though single readings can be large; an effect the other way counts as inactive or inconclusive.

SMILES | USP2a inh | GALK inhibitor | MBNL1 CUG block | TSHR antagonist | PKM2 act | Chronic BCR inh | hERG WT inh | Eya2 inh | S-ASM inh | Mito fusion act | Menin-MLL TR inh
C(=N\Nc1ncnc2nc[nH]c12)/c1cccs1 | 9% | 0% | ? | 5 | -26% | ? | 0 | -25% | -1% | -4% | -9%
Cc1cc(C(=O)CSc2nn3c(=O)c(C(C)(C)C)nnc3s2)c(C)n1-c1ccc(F)cc1 | -3% | -1% | 33%[activator] | -9 | -6% | -1% | -4 | 9% | -5% | -1% | 1%
CC(=O)N1N=C(c2ccncc2)OC1(Cc1ccccc1)Cc1ccccc1 | 3% | -5% | -8% | -5 | 0% | ? | 3 | -28% | 5% | 6% | nt
Cc1ccc(NC(=O)c2ccc(Cn3cc([N+](=O)[O-])cn3)cc2)c(C)c1 | 6% | 1% | nt | 3 | -13% | 0% | -3 | 5% | 0% | 17% | 10%
CC1(CO)COC(c2ccccc2)=N1 (stereo not drawn) | 0% | -2% | 3% | -1 | 11% | -3% | 10 | 7% | -1% | 0% | nt
CCN(C(=O)c1cc2c(=O)n3ccccc3nc2s1)C1CCCCC1 | 0% | -4% | ? | 3 | nt | 11% | -31 | -14% | i | 23% | 4%
CC1CN(C(=O)CSc2nnc3c(Cl)cc(Cl)cn23)CC(C)O1 (stereo not drawn) | 0% | -1% | 22% | -5 | -6% | 10% | 3 | 7% | -1% | -1% | 4%
O=C(CNC(=O)COc1ccccc1)NCCN1CCOCC1 | 3% | nt | nt | 23 | nt | 4% | -12 | -2% | 6% | -2% | nt
COc1ccc(S(=O)(=O)Nc2ccccc2C(=O)N2CCCCC2)cc1C | -3% | 1% | -3% | 16 | -1% | 5% | 5 | -4% | 1% | 2% | nt
CCC(C(=O)Nc1cccc(C(F)(F)F)c1)c1ccccc1 (stereo not drawn) | 2% | -4% | -1% | 6 | 0% | 17% | 11 | -15% | -14% | 4% | 89%[activator]
CCCc1cc(=O)[nH]c(SCC(=O)Nc2ccc3ccccc3c2)n1 | 10% | nt | nt | -17 | nt | 5% | 2 | -16% | 0% | nt | nt
CCOC(=O)c1cc(NC(=O)c2ccc(C)cc2)c(=O)oc1-c1ccccc1 | 0% | -3% | -6% | 15 | -2% | -9% | -2 | 9% | -4% | 2% | nt
CN(CC(=O)Nc1ccc(Cl)c(C(F)(F)F)c1)C(=O)CNC(=O)C1CCCCC1 | -3% | nt | nt | -13 | nt | 1% | 6 | 5% | -3% | -5% | nt
CCC(=O)N1CCCN(S(=O)(=O)c2ccc(C)cc2)C1c1ccc(OC)cc1 (stereo not drawn) | 1% | -2% | -6% | nt | nt | 3% | -4 | 2% | 2% | 11% | nt
CC(C(=O)OCC(=O)NC1CCCCC1)N1C(=O)c2ccccc2C1=O (stereo not drawn) | 4% | nt | nt | nt | nt | 0% | -2 | 5% | 0% | nt | nt

Some entries already given, limited to Chronic BCR inh, Menin-MLL TR inh and MBNL1 CUG block.
smiles	Chronic BCR inh	Menin-MLL TR inh	MBNL1 CUG block
Cc1ccc(NC(=O)c2ccc(Cn3cc([N+](=O)[O-])cn3)cc2)c(C)c1	0%	10%	nt
CC1(CO)COC(c2ccccc2)=N1 (stereo not drawn)	-3%	nt	3%

More results follow.
SMILES | USP2a inh | GALK inhibitor | MBNL1 CUG block | TSHR antagonist | PKM2 act | Chronic BCR inh | hERG WT inh | Eya2 inh | S-ASM inh | Mito fusion act | Menin-MLL TR inh
CCn1ncc(Br)c1C(=O)Nc1c(C)nn(Cc2c(F)c(F)c(F)c(F)c2F)c1C | 5% | -8% | -5% | 6 | nt | 0% | 19 | -5% | -2% | 4% | nt
CCOC(=O)C1CCN(c2ncnc3c2cnn3-c2ccc(Cl)cc2)CC1 | 4% | nt | -30% | -4 | 2% | 0% | -4 | -2% | -8% | -6% | 0%
COc1nc(C)ccc1-c1noc(-c2ccccn2)n1 | 3% | 0% | 25% | 6 | -2% | 4% | 6 | -8% | -1% | -1% | -2%
CC1Cc2ccccc2N1c1ncnc2nc[nH]c12 (stereo not drawn) | -1% | 1% | 3% | 15 | ? | ? | 32 | -3% | -1% | 14% | 4%
CC(C)CC(O)C1CCN(C(=O)CCc2nnc(-c3ccc4c(c3)OCO4)o2)CC1 (stereo not drawn) | 0% | 0% | -5% | 9 | 1% | -1% | -4 | -15% | 2% | -8% | nt
Cc1ccc(NC(=O)CSc2nnc(N)s2)cc1S(=O)(=O)N1CCCCC1 | -2% | 2% | -2% | 5 | -1% | 1% | -2 | 9% | -4% | 1% | 6%
O=C(Nc1cccc(O)c1)c1ccc(Br)cc1 | 2% | 0% | -8% | -7 | 10% | -21% | -17 | 6% | 2% | 11% | 12%
N#Cc1c(C(F)(F)F)cc(-c2cccs2)nc1SCc1ccc(Cl)nc1 | -1% | -2% | 2% | -7 | 3% | 2% | 0 | -1% | nt | 0% | 25%
COc1cc(OC)cc(-c2nnc(SCC(=O)N3CCCCC3)o2)c1 | 1% | -4% | -2% | 5 | 1% | ? | -4 | 4% | 0% | 3% | -2%
Cc1cc(=O)n2nc(N3CCC(C(=O)NCc4ccccc4Cl)CC3)sc2n1 | 1% | 8% | -7% | -9 | nt | -1% | -9 | 3% | -2% | 2% | -19%
COc1ccc2[nH]c(=O)c(COC(=O)c3cccs3)cc2c1 | -2% | 2% | ? | -11 | 6% | ? | 1 | -2% | 30% | -3% | -20%
CC(C)NS(=O)(=O)c1ccc(CCC(=O)NCc2cccnc2)cc1 | 1% | 7% | -8% | 3 | 7% | -4% | 2 | -5% | 1% | 1% | 12%
CC1CCC2(CC1)NC(=O)N(Cc1cc(=O)n3ccsc3n1)C2=O (stereo not drawn) | -3% | 1% | nt | -1 | 14% | 1% | -8 | -13% | 3% | -4% | nt
Cc1ccc2[nH]c3c(=O)n(CC(=O)Nc4ccccc4N4CCN(C)CC4)ncc3c2c1 | 2% | 0% | -9% | -6 | nt | -9% | 18 | -5% | -3% | -1% | nt
COc1cccc(NC(=O)Cn2c(=O)n(CCC(=O)NC3CCN(Cc4ccccc4)CC3)c(=O)c3ccccc32)c1 | 4% | -2% | -11% | 6 | -19% | 13% | 20 | -1% | 0% | -38%[inhibitor] | nt
C#Cc1ccc([C@@H]2C=C(C(=O)OCC=C)O[C@H](OCc3ccc(CO)cc3)C2)cc1 | 0% | -1% | 15% | -3 | 0% | ? | nt | 5% | -6% | 19% | 9%
CC1CC(C)(C)NC(=S)N1CCCC(=O)Nc1ccccc1F (stereo not drawn) | 3% | -8% | -4% | -2 | nt | 0% | 1 | -2% | 2% | 3% | -5%

Source: PubChem BioAssay

The list is partial, so the mix of outcomes need not match the whole.
